# SENP8 block-1 = human SENP8 protease inhibitors, primary screen, biochemical, fluorescence, Nedd8 protein substrate, uHTS; Sentrin-specific protease 8 (Homo sapiens), Q96LD8; recombinant SENP8; inhibition, % at 20 µM; actives 0.64% (n = 360,000); AID 602440, 2012; in the data active = inhibition mostly above about 40%, no sharp cut-off; inactive = mostly below about 27%
# Target sequence (Q96LD8 whole entry, looked up): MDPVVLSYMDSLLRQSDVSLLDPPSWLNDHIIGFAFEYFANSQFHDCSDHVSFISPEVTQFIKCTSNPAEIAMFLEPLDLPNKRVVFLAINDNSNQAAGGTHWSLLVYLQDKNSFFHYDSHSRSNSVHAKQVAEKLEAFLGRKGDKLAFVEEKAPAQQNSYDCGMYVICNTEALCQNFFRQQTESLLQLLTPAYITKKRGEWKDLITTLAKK
# HKDC1 inh = HKDC1 hexokinase inhibitors, primary screen, biochemical, fluorescence, uHTS; Q2TB90; recombinant HKDC1, G6PDH/diaphorase resazurin coupled fluorescence; inhibition, % at 20 µM; actives 0.16% (n = 340,000); AID 493160, 2011;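 active = inhibition above about 35% when tested at 20 µM, limit read from the data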;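 note: plate controls were DMSO wells with enzyme for no effect and DMSO wells lacking enzyme for full effect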
#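 Test system: recombinant HKDC1 (HK5) hexokinase enzyme, produced in-house; Amount: enzyme 5 µg/mL final; Buffer or medium: Tris pH 8.0 buffer with MgCl2, Tween-20, BSA, BME; Reagent: glucose and ATP substrates; Doses: 20 µM test compound, 1% DMSO; Incubation: 90 min reaction incubation at room temperature, dark; Detection: resorufin fluorescence at 613 nm.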
# PfG6PD inh = PfG6PD enzyme inhibitors, primary screen, biochemical, fluorescence intensity, uHTS | AID 504690, 2011 | inhibition, % at 20 µM | actives 0.78% (n = 350,000) | glucose-6-phosphate dehydrogenase-6-phosphogluconolactonase (Plasmodium falciparum 3D7) | PfGluPho enzyme, NADPH resazurin-diaphorase fluorescence;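 active = inhibition reaching at least a set limit at 20 µM in the primary screen, cut at about 59% in these data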;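 note: 0% = DMSO wells with substrate and 100% = DMSO wells lacking glucose-6-phosphate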
# SENP8 block-2 = SENP8 protease inhibitors, primary screen, biochemical, luminescence; Sentrin-specific protease 8 (Homo sapiens), Q96LD8; purified SENP8, Z-RLRGG-aminoluciferin cleavage; inhibition, % at 10 µM; actives 1.2% (n = 330,000); AID 2540, 2010; in the data active = inhibition above about 50%
# SENP1 FRET inh = human SENP1 catalytic domain inhibitors, primary screen, biochemical, FRET, uHTS. Sentrin-specific protease 1 (Homo sapiens), Q9P0U3. recombinant SENP1 catalytic domain, CyPet-SUMO1-YPet FRET cleavage. inhibition, % at 10 µM. actives 0.21% (n = 360,000). AID 624204, 2012;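 active = inhibition at least 30% at 10 µM, raw YFP signal under a set limit, fluorescence ratio 0.5 to 1.5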;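 note: 0% = enzyme with DMSO and 100% = no enzyme wells; some results filed as inactive read as strong as hits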
# Target sequence (Q9P0U3 419-644 limits assumed): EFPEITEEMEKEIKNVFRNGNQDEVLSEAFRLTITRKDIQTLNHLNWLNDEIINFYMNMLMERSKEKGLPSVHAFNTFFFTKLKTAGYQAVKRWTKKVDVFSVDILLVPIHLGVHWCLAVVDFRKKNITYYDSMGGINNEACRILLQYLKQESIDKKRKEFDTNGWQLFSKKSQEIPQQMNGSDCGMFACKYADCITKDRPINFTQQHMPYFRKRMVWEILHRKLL
#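 Assay system – human recombinant His6-tagged SENP1 catalytic domain enzyme · Input – SENP1 enzyme, 20 pM final · Buffer or medium – Tris pH 8 buffer plus EDTA, NaCl, BME, BSA, NP40, catalase · Schedule – 50 min reaction at room temperature · Technique – FRET read of cyan and yellow fluorescence · Control set – no-enzyme wells low, DMSO-plus-enzyme wells high control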
# Apaf1 inhib = inhibitors of human Apaf-1 apoptosome, primary screen, biochemical, DEVD-Rh110 fluorescence, uHTS. inhibition, % at 20 µM. actives 0.71% (n = 330,000). reconstituted apoptosome caspase-3 activity. Apoptotic protease-activating factor 1 (Homo sapiens), O14727; active = inhibition of at least 40% at 20 µM;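 note: plate controls were DMSO wells for no effect and DEVD-CHO caspase inhibitor wells for full effect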
#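 Assay system: Apoptosome proteins | Medium: pH 7.5 Hepes buffer with CHAPS, BSA, DTT | Also added: Cytochrome c and DEVD-Rh110 substrate | Times: 30 min plus 50 min, RT | Detection: Rhodamine 110 fluorescence at Ex 480/Em 540 nm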
# SENP6 inh = SENP6 protease inhibitors, primary screen, biochemical, luminescence, uHTS; Sentrin-specific protease 6 (Homo sapiens), Q9GZR1; inhibition, % at 10 µM; actives 1.8% (n = 330,000); Recombinant SENP6 catalytic domain, aminoluciferin luminescence; AID 2599, 2010;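 active = inhibition above about 50% at the single tested dose, limit read from the data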;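 note: plate controls were DMSO wells with enzyme for no effect and DMSO wells lacking enzyme for full effect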
# SENP7 inh = SENP7 protease inhibitors, primary screen, biochemical, luminescence, uHTS; Sentrin-specific protease 7 (Homo sapiens), Q9BQF6; recombinant SENP7, Z-RLRGG-aminoluciferin luminescence, 40 min; actives 1.5% (n = 330,000); inhibition, % at 5 µM;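 active = inhibition above about 50% at the single test dose, limit read from the data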;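 note: plate controls were DMSO with enzyme for no effect and no enzyme buffer wells for full effect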
# Target sequence (Q9BQF6 706-1050 limits assumed): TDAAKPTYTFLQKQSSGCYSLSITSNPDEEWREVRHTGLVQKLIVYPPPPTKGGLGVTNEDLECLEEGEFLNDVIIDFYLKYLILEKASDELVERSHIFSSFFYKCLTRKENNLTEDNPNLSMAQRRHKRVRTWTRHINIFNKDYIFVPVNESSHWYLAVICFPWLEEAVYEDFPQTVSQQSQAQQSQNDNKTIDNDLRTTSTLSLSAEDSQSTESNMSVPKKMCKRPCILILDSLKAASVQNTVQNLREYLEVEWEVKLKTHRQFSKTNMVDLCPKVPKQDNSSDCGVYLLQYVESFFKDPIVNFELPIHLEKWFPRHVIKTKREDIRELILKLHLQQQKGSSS
# Active calls of the source: *; . = no result given.
SMILES,SENP8 block-1,HKDC1 inh,PfG6PD inh,SENP8 block-2,SENP1 FRET inh,Apaf1 inhib,SENP6 inh,SENP7 inh
O=C(N/N=C\c1c(F)c(F)c(F)c(F)c1F)c1ccc(-c2ccccc2)cc1,2,-4,-6,4,1,-2,-3,2
Cc1cccc(Cc2cccc(C)c2O)c1O,3,-5,2,.,2,.,.,.
Cc1ccc(C(=O)Nc2cccc(Oc3ccccc3)c2)o1,20,2,4,-1,-3,5,11,4
COC(=O)c1ccccc1S(=O)(=O)Nc1ccc(OC)nc1,33,-3,18,-6,0,5,-9,-7
Cc1ccc(NC(=O)C/C(N)=N/OC(=O)Nc2cccc(C)c2)cc1,6,-3,3,-10,1,-1,1,2
CC(=O)Nc1ccc(SC[C@H](CC(C)C)N2CCN(CC(C)C)CCC2=O)cc1,14,-3,2,3,-3,3,11,13
CC(=O)Nc1sc(C)c(C)c1C(=O)OCC(=O)N(CCC#N)c1cc(C)cc(C)c1,-60,0,1,-6,0,21,-8,-1
CCc1ccc(/C=C\C(=O)N2CCCC2)cc1,6,-3,12,-6,0,-7,1,0
COc1ccc(CN(Cc2cccnc2)C(=S)NCCc2ccccc2)cc1OC,25,-3,-14,1,1,11,-3,-4
O=C(CCCCl)OCc1cn(-c2ccc(Cl)cc2)nn1,1,-8,0,-1,1,3,8,0
CC1CCN(C(=O)c2[nH]cnc2C(=O)N[C@@H](CCCCNC(=O)OC(C)(C)C)C(=O)OC(C)(C)C)CC1,13,2,-9,-4,1,19,6,-9
COc1nc(N/N=C/c2ccc(-c3ccccc3[N+](=O)[O-])o2)nc(N2CCOCC2)n1,12,5,9,6,-3,54*,36,3
CCCCN(C(=O)c1ccc(-c2ccc(Cl)cc2)o1)c1c(N)n(CCC)c(=O)[nH]c1=O,-180,-2,5,7,-14,1,-3,6
COc1ccc(/C=C(\NC(=O)/C=C/c2ccco2)C(=O)NCCc2nc3ccccc3[nH]2)cc1,8,-6,10,-1,17,14,-4,-2
O=C(c1ccccc1Cl)N1N=C(c2cccs2)CC1c1cccc(O)c1 (stereo not drawn),-4,7,10,1,-1,5,9,-2
O=C(Nc1ccccc1)Nc1cc([N+](=O)[O-])ccc1F,18,-5,10,-22,3,7,11,-6
COc1cccc(C(=O)NC(Cc2ccccc2)c2ccc3c(c2)OCCCO3)c1 (stereo not drawn),9,-6,19,-7,0,-4,8,6
O=C(CCCn1c(SCc2cccc(F)c2)nc2ccccc2c1=O)NCC1CCCO1 (stereo not drawn),9,-1,2,1,3,4,0,-11
COc1cccc(CNC(=O)c2ccc(CS(=O)(=O)Cc3ccc(C)cc3)o2)c1,15,-6,10,2,3,-17,-18,2
CCN(CC)c1ccc(NC(=O)c2ccc3c(c2)c(C)c(C)n3C)cc1,14,23,4,-4,8,23,-10,-2
COCCn1c(N)c(N(Cc2ccccc2)C(=O)CSCC(=O)Nc2ccc(C)cc2)c(=O)[nH]c1=O,4,-6,4,12,0,-2,-18,3
CSc1ccc(CN2CCC(n3nccc3NC(=O)C3CCOC3)CC2)cc1 (stereo not drawn),-17,-8,14,1,1,2,8,-5
Cn1c(=O)c2c(nc(Oc3ccc4c(c3)OCO4)n2Cc2ccc(F)cc2)n(C)c1=O,26,-6,0,-15,-5,-5,4,-14
Nc1ccc(Br)cc1C(NCC(=O)O)c1ccccc1 (stereo not drawn),19,0,-2,4,0,-4,0,-7
O=C(c1ccccc1[N+](=O)[O-])N1CCN(Cc2ccc3c(c2)OCO3)CC1,0,-3,3,-5,0,-3,0,-5

# Reprinted at random: 3 records from the list, in no set order.
SMILES,SENP8 block-1,HKDC1 inh,PfG6PD inh,SENP8 block-2,SENP1 FRET inh,Apaf1 inhib,SENP6 inh,SENP7 inh
COCCn1c(N)c(N(Cc2ccccc2)C(=O)CSCC(=O)Nc2ccc(C)cc2)c(=O)[nH]c1=O,4,-6,4,12,0,-2,-18,3
Cc1ccc(NC(=O)C/C(N)=N/OC(=O)Nc2cccc(C)c2)cc1,6,-3,3,-10,1,-1,1,2
CCc1ccc(/C=C\C(=O)N2CCCC2)cc1,6,-3,12,-6,0,-7,1,0

# Back to the main list; the four compounds before the break are reprinted first.
SMILES,SENP8 block-1,HKDC1 inh,PfG6PD inh,SENP8 block-2,SENP1 FRET inh,Apaf1 inhib,SENP6 inh,SENP7 inh
CSc1ccc(CN2CCC(n3nccc3NC(=O)C3CCOC3)CC2)cc1 (stereo not drawn),-17,-8,14,1,1,2,8,-5
Cn1c(=O)c2c(nc(Oc3ccc4c(c3)OCO4)n2Cc2ccc(F)cc2)n(C)c1=O,26,-6,0,-15,-5,-5,4,-14
Nc1ccc(Br)cc1C(NCC(=O)O)c1ccccc1 (stereo not drawn),19,0,-2,4,0,-4,0,-7
O=C(c1ccccc1[N+](=O)[O-])N1CCN(Cc2ccc3c(c2)OCO3)CC1,0,-3,3,-5,0,-3,0,-5
O=C(CCN1C(=O)C2C3C=CC(C3)C2C1=O)NC1CCCCC1 (stereo not drawn),19,-3,-16,-3,1,-2,-2,-1
O=C(c1ccc(CS(=O)(=O)c2ccccc2)o1)N1CCN(c2ccccc2)CC1,7,-2,-4,-8,1,-3,11,0
CC(C)CCNC(=O)C1CCC(=O)N1CCc1ccccc1 (stereo not drawn),9,-2,2,7,0,3,9,-4
Cc1cc(C)c(C)c(OCCN2CCOCC2)c1,4,-6,7,18,1,4,-22,0
NC(=O)[C@@H]1CC2(CC(c3cccc(NC(=O)[C@H]4CCC(=O)N4)c3)=NO2)CN1C(=O)COc1ccc(Cl)cc1 (stereo partly drawn),4,-4,-5,9,1,1,-10,-8
CC(C)CN(CC(C)C)c1nnc(NC(=O)Cn2c(=O)oc3ccccc32)s1,11,-4,3,-1,-2,17,8,-5
COc1ccc(Cl)cc1C(=O)Nc1cccnc1,6,2,0,-5,2,3,-8,5
O=C(N/N=C(\c1ccccc1)c1ccccn1)c1ccccc1Cl,8,-4,-29,-4,3,11,-2,-6
CCOc1ccc(OCCn2c(SCC(=O)O)nc3ccccc32)cc1,10,7,8,-8,0,5,16,-5
CCOC(=O)c1c(C)nc(C)c(C(=O)OCC)c1-c1ccco1,6,-4,2,-1,2,-3,-8,-8
CC1CCN(C(=O)CCNS(=O)(=O)c2ccc(Br)cc2)CC1,12,-4,2,-5,3,5,-10,13
CCC(=O)Nc1ccccc1C(=O)OCC(=O)c1ccc2ccccc2c1,-4,12,16,-14,2,12,-17,-7
COc1ccc(NC(=O)c2cccnc2SC)cc1OC,4,3,-16,7,0,-18,-8,-1
O=C(Cc1csc(NC(=O)c2ccccc2)n1)NO,19,-4,-25,3,2,0,18,4
CCCOc1ccc(C2C(C(=O)OC)=C(C)N=C3SCCC(=O)N32)cc1OCC (stereo not drawn),14,2,-1,-6,1,23,-13,-5
COc1ccc(Oc2nc(SC)nc3ccsc23)cc1,-16,4,7,4,1,13,-8,0
CC(C)c1ccc(/C=N/n2nnnc2Nc2ccccc2)cc1,-158,-5,-6,5,3,-9,12,3
CCC(CO)Oc1cc(NC(=O)c2cccc3ccccc23)c2ncn(C(C)C)c2c1 (stereo not drawn),13,24,44,-11,-5,30,-5,-4
CC(=O)N1N=C(c2cccs2)CC1c1ccc(Br)cc1 (stereo not drawn),6,5,17,-2,1,26,18,-14
CCOC(=O)C1CCCN(C(=O)CN2C(=O)c3ccccc3S2(=O)=O)C1 (stereo not drawn),13,1,-2,9,1,-7,7,2
CN(C)CCNc1nc2sc3c(c2c(=O)n1CCc1ccccc1)CCCCC3,10,3,10,-5,-1,22,-16,7
CCOC(=O)C1=CN(Cc2cccc(Br)c2)S(=O)(=O)N(CC)C1C (stereo not drawn),-5,8,-5,.,1,18,.,6
Cn1c(=O)c2nc3ccccc3nc2n(C)c1=O,-272,-9,-23,-14,-77,-2,-14,-1
Cc1occc1C(=O)N/N=C/C(Br)=C/c1ccccc1,5,-3,19,84*,2,20,92*,89*
COc1ccc(C(=O)/C=C/N2CCCCC2)cc1OC,3,-4,-7,-4,-4,-1,-6,-11

# Of the compounds above, these have an NH in an aromatic ring:
SMILES,SENP8 block-1,HKDC1 inh,PfG6PD inh,SENP8 block-2,SENP1 FRET inh,Apaf1 inhib,SENP6 inh,SENP7 inh
CC1CCN(C(=O)c2[nH]cnc2C(=O)N[C@@H](CCCCNC(=O)OC(C)(C)C)C(=O)OC(C)(C)C)CC1,13,2,-9,-4,1,19,6,-9
CCCCN(C(=O)c1ccc(-c2ccc(Cl)cc2)o1)c1c(N)n(CCC)c(=O)[nH]c1=O,-180,-2,5,7,-14,1,-3,6
COc1ccc(/C=C(\NC(=O)/C=C/c2ccco2)C(=O)NCCc2nc3ccccc3[nH]2)cc1,8,-6,10,-1,17,14,-4,-2
COCCn1c(N)c(N(Cc2ccccc2)C(=O)CSCC(=O)Nc2ccc(C)cc2)c(=O)[nH]c1=O,4,-6,4,12,0,-2,-18,3

# (listing goes on)
SMILES,SENP8 block-1,HKDC1 inh,PfG6PD inh,SENP8 block-2,SENP1 FRET inh,Apaf1 inhib,SENP6 inh,SENP7 inh
CCC1(c2ccccc2)NC(=O)N(CC(=O)Nc2cc(S(=O)(=O)N3CCOCC3)ccc2OC(C)C)C1=O (stereo not drawn),13,-1,-3,12,-1,8,5,-10
Cc1ccc(/C=N/NC(=O)c2nnn(-c3nonc3N)c2-c2cccs2)cc1,-86,1,9,3,2,15,21,1
NC(=O)CC(NC(=O)Cc1cccc2ccccc12)c1ccc(NCCN2CCCC2)c([N+](=O)[O-])c1 (stereo not drawn),18,-6,13,1,0,0,-11,1
CCN(CC)CCn1c2c(c(SCC(=O)Nc3ccccc3Cl)nc1=O)CCC2,-1,-4,-6,2,0,5,-22,-8
COc1ccc(C2=CN3CCCCC3CC2=O)cc1OC (stereo not drawn),3,-3,0,-5,1,8,-5,0
Cc1ccccc1NS(=O)(=O)c1cc(C(=O)NCCC2=CCCCC2)ccc1C,7,16,-4,-6,-1,0,3,2
CSc1nnnn1-c1ccc(C(=O)OCC(=O)N2CCOCC2)cc1,16,14,-6,-8,-1,3,6,-9
Cc1nc2cc(NC(=O)N3CCN(c4ccccn4)CC3)ccc2o1,-11,-3,35,4,2,-5,-29,1

# Screening data from PubChem.
